Kir21 block – inhibitors of mouse Kir2.1 inward-rectifier potassium channel; Inward rectifier potassium channel 2 (Mus musculus), P35561; HEK293-Kir2.1, FluxOR thallium flux fluorescence; active compounds read low; B-score at 10 µM; 310,000 compounds, 0.85% hits; AID 1672, 2009;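 active = fluorescence ratio B-score at or below minus 3 SD of library scores, with starting-brightness B-score within 2 SD, cut at about -4.2 in these data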;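 note: channel flux triggered by added potassium and thallium sulfate stimulus; B-score of peak minus minimum fluorescence over baseline after thallium stimulus; more negative B-score means stronger Kir2.1 block with less thallium influx; some compounds called inactive have numbers as strong as hits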
KCNQ2 block – KCNQ2 potassium channel inhibitors, primary screen, cell-based, CHO-K1, FluxOR thallium flux, B-score (AID 2156). Potassium voltage-gated channel subfamily KQT member 2 (Rattus norvegicus), O88943. 20 min; active compounds read low. B-score at 10 µM. 310,000 compounds, 1.1% hits;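 active = fluorescence ratio B-score at most minus 3 library SDs, with starting brightness B-score within 2 library SDs, cut at about -5.5 in these data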
Target sequence (O88943 whole entry, looked up): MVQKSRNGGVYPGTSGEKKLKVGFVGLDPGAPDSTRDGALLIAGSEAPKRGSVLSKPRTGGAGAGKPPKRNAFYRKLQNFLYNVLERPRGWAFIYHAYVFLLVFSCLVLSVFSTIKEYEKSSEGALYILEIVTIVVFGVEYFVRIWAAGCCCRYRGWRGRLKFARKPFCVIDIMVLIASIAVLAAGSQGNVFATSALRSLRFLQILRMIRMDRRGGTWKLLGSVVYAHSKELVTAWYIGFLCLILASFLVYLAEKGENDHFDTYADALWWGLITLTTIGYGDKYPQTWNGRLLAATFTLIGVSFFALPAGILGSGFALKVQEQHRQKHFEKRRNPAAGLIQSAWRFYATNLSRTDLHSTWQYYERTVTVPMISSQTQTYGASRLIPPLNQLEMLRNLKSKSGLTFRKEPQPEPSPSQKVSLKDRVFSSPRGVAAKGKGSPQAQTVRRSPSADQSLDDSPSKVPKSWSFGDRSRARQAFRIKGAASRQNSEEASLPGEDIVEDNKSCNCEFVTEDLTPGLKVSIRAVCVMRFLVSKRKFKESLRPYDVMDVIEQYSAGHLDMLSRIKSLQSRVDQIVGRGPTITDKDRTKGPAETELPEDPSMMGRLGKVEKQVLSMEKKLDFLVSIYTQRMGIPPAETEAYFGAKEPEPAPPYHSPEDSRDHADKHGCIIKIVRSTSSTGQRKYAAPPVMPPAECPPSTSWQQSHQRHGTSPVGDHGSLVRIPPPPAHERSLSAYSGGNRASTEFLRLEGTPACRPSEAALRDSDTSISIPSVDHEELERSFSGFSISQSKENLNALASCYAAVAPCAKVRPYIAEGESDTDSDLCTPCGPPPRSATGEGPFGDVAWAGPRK
Numbers without * were called inactive; i = inactive.

A first look:
canonical_smiles,KCNQ2 block,Kir21 block
C=C(C=O)C[C@@H]1C[C@H](O)C2OC3C[C@]4(C)OC5/C=C\CC6OC7C(CC=CCC6OC5CCCC4OC3CC2O1)OC1CC2OC3CC(=O)OC3C[C@@H](C)C[C@@]2(C)OC1C[C@@H]7C (stereo partly drawn),i,1.83
CCN1C[C@]2(C)CC[C@H](OC)[C@]34C2[C@H](OC(C)=O)[C@@]2(OCO[C@@]25C[C@H](OC)[C@H]2C[C@]3(O)C5[C@H]2OC)[C@@H]14,i,1.26

Results, previewed entries included:
canonical_smiles,KCNQ2 block,Kir21 block
C=C(C=O)C[C@@H]1C[C@H](O)C2OC3C[C@]4(C)OC5/C=C\CC6OC7C(CC=CCC6OC5CCCC4OC3CC2O1)OC1CC2OC3CC(=O)OC3C[C@@H](C)C[C@@]2(C)OC1C[C@@H]7C (stereo partly drawn),i,1.83
CCN1C[C@]2(C)CC[C@H](OC)[C@]34C2[C@H](OC(C)=O)[C@@]2(OCO[C@@]25C[C@H](OC)[C@H]2C[C@]3(O)C5[C@H]2OC)[C@@H]14,i,1.26
CC(=NCCN1CCOCC1)c1c(O)n(-c2ccccc2C)c(=O)[nH]c1=O,i,1.78
Cc1ccnc(NS(=O)(=O)c2ccc(N=Cc3c(O)n(C)c(=O)n(C)c3=O)cc2)n1,i,-0.01
CC(C)(C)OC(=O)c1c(N)n(Cc2ccco2)c2nc3ccccc3nc12,i,0.63
CN(C)C(Cc1ccc(Cl)cc1)C(=O)c1ccccc1 (stereo not drawn),i,-0.15
CCN(CC)C(=O)c1ccc(NC(=O)c2cc(-n3cnnc3)ccc2Cl)cc1,i,-0.02
CC1=CC(C)C(COC(N)=O)(COC(N)=O)C(C)C1 (stereo not drawn),i,0.19

More results
canonical_smiles,KCNQ2 block,Kir21 block
COc1cccc(N2C(=O)/C(=C/c3ccc(C)o3)C(=O)NC2=S)c1,i,0.02
CCC(=NCC1CCCO1)c1c(O)n(-c2ccc(OC)cc2)c(=O)[nH]c1=O (stereo not drawn),i,-0.93
O=P(O)(O)Cc1ccccc1OP(=O)(c1ccccc1)c1ccccc1,i,-0.51
COc1ccc(C2(C#N)CC[N+](C)(C)CC2)cc1,i,0.08
O=C(NCc1ccccn1)c1ccccc1Cl,i,0.82
CN1CC(C(=O)c2ccc(F)cc2)C(c2c(F)cccc2Cl)C1 (stereo not drawn),i,-0.25
COc1ccccc1N1C(=O)NC(=O)/C(=C/c2ccc([N+](=O)[O-])s2)C1=O,i,0
CCN1CCN(c2ccc([N+](=O)[O-])cc2C(=O)OC)CC1,i,0.26

Next part
canonical_smiles,KCNQ2 block,Kir21 block
CCS(=O)(=O)N1CCCC(C(=O)N2CCC3(CC2)OCCO3)C1 (stereo not drawn),i,-0.05
Cn1c(O)c(C(=Nc2ccccc2)SCc2ccccc2Cl)c(=O)n(C)c1=O,i,-1.72
NCC(CC(=O)O)c1ccc(Cl)cc1 (stereo not drawn),i,0.03
CC(=O)N1CN(C(C)=O)CN(C(C)=O)C1,i,0.42
Cc1c(C(=O)c2cccc3ccccc23)c2cccc3c2n1[C@H](CN1CCOCC1)CO3,i,0.93
CN(C)CCN(CC1CCCN(Cc2ccccc2F)C1)C(=O)Cc1ccc(F)c(F)c1 (stereo not drawn),i,-0.57
C/C(CC(c1ccccc1)c1c(O)c2ccccc2oc1=O)=N\NC(N)=S (stereo not drawn),i,1.58
CC(C)NS(=O)(=O)c1ccc(OCC(=O)N2CCN(Cc3ccc4c(c3)OCO4)CC2)c(Cl)c1,i,0.75

Going on with the list:
canonical_smiles,KCNQ2 block,Kir21 block
O=C1NC(=O)C(CCc2ccccn2)(Cc2ccc3c(c2)OCO3)C(=O)N1CCc1ccccc1 (stereo not drawn),i,3.04
Cn1c(O)c(C=NC2CC(C)(C)NC(C)(C)C2)c(=O)n(C)c1=O,i,0.28
COc1ccc(-c2nn(CCC#N)cc2C(=O)Nc2cccc([N+](=O)[O-])c2)cc1OC,i,0.18
CCOc1ccc(NC(=O)c2ccc(NC(=O)COC(=O)Cc3ccccc3)cc2)cc1,i,0.74
O=C(c1ccccc1)c1cn(CC(=O)N2CCOCC2)c2ccccc12,i,-0.46
COc1ccc(-n2c(C)nc3ccccc3c2=O)c([N+](=O)[O-])c1,i,0.22
COc1ccc(OC)c(NC2=NCCCS2)c1,i,1.13
CSc1nc2ccc(C)cc2c(=O)n1-c1cccnc1,i,-0.95

Following part.
canonical_smiles,KCNQ2 block,Kir21 block
C=Cn1ccnc1P(=S)(c1ccccc1)c1nccn1C=C,i,-0.55
COc1cc(OC)c(OC)cc1/C=C1\C(=O)NC(=O)N(Cc2ccccc2)C1=O,i,-1.09
O=c1c2ccccc2nc(CNc2ccccc2)n1-c1ccccc1,i,1.29
Clc1cccc(N2CCNCC2)c1Cl,i,-0.09
Cc1ccc(/C=C2/C(=O)NC(=O)N(C)C2=O)cc1,i,0.25
O=C1N(CN2CCOCC2)c2ccccc2C1(O)c1c[nH]c2ccccc12 (stereo not drawn),i,-2.2
CN1CCCC(C(=O)c2ccccc2)C1 (stereo not drawn),i,0
O=C(c1ccccc1F)c1cn(CC(=O)N2CCOCC2)c2ccccc12,i,0.38

(cont.)
canonical_smiles,KCNQ2 block,Kir21 block
CC(=O)c1cn(Cc2ccc(F)cc2)c2ccccc12,i,-1.31
Cc1ccc(N2Cc3ccccc3C2=N)cc1[N+](=O)[O-],i,-0.89
CN(C)CCc1nc2ccccc2c(=O)n1-c1ccccc1,i,0.17
Cn1c(O)c(Cc2cccc(Cl)c2Cl)c(=O)n(C)c1=O,i,-0.71
CCCc1nc2ccccc2c(=O)n1-c1ccccc1OC,i,0.04
COc1ccc(-c2nn(CCC#N)cc2C(=O)Nc2ccccc2Br)cc1,i,-1.63
CC(C)(C)P(=O)(NCc1ccccc1)c1ccccc1 (stereo not drawn),i,0.07
N#CCCn1cc(C(=O)Nc2ccccc2Cl)c(-c2ccc([N+](=O)[O-])cc2)n1,i,0.35

Next results follow.
canonical_smiles,KCNQ2 block,Kir21 block
O=C(c1ccco1)c1cn(Cc2ccccc2Cl)c2ccccc12,i,-0.77
CCCN1CCc2cccc3c2[C@H]1Cc1ccc(O)c(O)c1-3,-6.03*,-4.17
CN1CCc2c(C#N)c(Cl)nc(Cl)c2C1,i,0.08
CCC(=NCC1CCCO1)c1c(O)[nH]c(=O)[nH]c1=O (stereo not drawn),i,0.14
O=C(c1ccc(Cl)cc1)C1CCCN(Cc2ccc3nonc3c2)C1 (stereo not drawn),i,-1.99
Cc1cc(C)cc(N2C(=O)/C(=C\c3ccc(N4CCN(C)CC4)o3)C(=O)NC2=S)c1,i,-7.08
c1ccc2c(c1)CC1CNCc3cccc(c31)S2 (stereo not drawn),i,-8.12*
CCOP(=S)(OCC)SCC(=O)NC(C(=O)O)C(C)C (stereo not drawn),i,-2.09

Further compounds:
canonical_smiles,KCNQ2 block,Kir21 block
O=C(C[N+]12CCC(CC1)C(O)C2)c1ccc(Br)cc1 (stereo not drawn),i,0.04
O=C(NC(Oc1ccccc1)C(Cl)(Cl)Cl)c1ccccc1 (stereo not drawn),i,0.42
CCCCC(=O)N/N=C/c1c(O)n(Cc2ccc(F)cc2)c(=O)[nH]c1=O,i,-0.39
OC(CC#CCN1CCCCCC1)(c1ccccc1)C1CCCC1 (stereo not drawn),i,-0.87
C=CCn1c(O)c(C(C)=NC2CCN(Cc3ccccc3)CC2)c(=O)[nH]c1=O,i,1.01
CC(C)(C)c1ccc(C(=O)C2CCCN(Cc3ccon3)C2)cc1 (stereo not drawn),i,-0.13
O=C1NS(=O)c2cc([N+](=O)[O-])cc([N+](=O)[O-])c21 (stereo not drawn),i,0.36
COC(=O)C1=C(c2cccc(OC)c2OC)C[C@@H]2CC[C@H]1N2C(=O)N1CCC(O)CC1,i,0.89

Next part.
canonical_smiles,KCNQ2 block,Kir21 block
CCCc1nc2ccccc2c(=O)n1-c1cccc(OC)c1,i,-0.81
N#Cc1ccccc1Cn1cc(C(=O)c2cccs2)c2ccccc21,i,-0.55
CCCCN1C(=O)/C(=C/C=C/c2ccco2)C(=O)NC1=S,i,-2.25
CCCCOC(=O)C1=C(N)OC2=C(C(=O)CCC2)[C@]12C(=O)Nc1ccccc12,i,-1.19
Nc1ccccc1C(=O)OCC(=O)N1CCc2ccccc21,i,0.07
Cc1ccc(NP(=O)(Oc2ccccc2F)Oc2ccccc2F)cc1C,i,-1.13
CN1CCN(c2nc3ccccc3c(=O)n2-c2ccccc2)CC1,i,0.95
Cc1c(/C=N/O)c2ccccc2n1C,i,-0.55

(continued)
canonical_smiles,KCNQ2 block,Kir21 block
NC(=O)OCCSc1nnc(-c2cccc(C(N)=S)c2)o1,i,1.93
CCOC(=O)C1SC2(C(F)(F)C(F)F)CC1(O)c1c(c(OC)c3occc3c1OC)O2 (stereo not drawn),i,-1.57
Cc1ccc(C(=O)N[C@@H](C)CN2C3=NC[C@@H](Cc4ccccc4)N3C[C@H]2Cc2ccc(O)cc2)cc1Br,i,-5.71*
CN(C)C(=O)Oc1ccc(NC(=O)N2CCOCC2)cc1,i,-1.27
Oc1ccccc1/C=N/NP(=S)(c1ccccc1)c1ccccc1,i,3.04
O=C1NC(=O)C(CCc2ccncc2)(CCc2ccncc2)C(=O)N1CCc1ccc(F)cc1,i,-0.59
N[C@@H](Cc1c[nH]c2ccccc12)c1nnc(SCc2ccc(Cl)cc2)o1,i,-5.22*
Cc1cccnc1-n1c(-c2ccccc2)nc2ccccc2c1=O,i,0.03

Next entries follow.
canonical_smiles,KCNQ2 block,Kir21 block
C=CCN1C(=O)NC(=O)/C(=C/c2ccc(OC)c(CSc3ccccn3)c2)C1=O,i,-1.4
COc1cc2c3c(c1OC)-c1cc(O)ccc1CC3NCC2 (stereo not drawn),i,-0.11
CN(Cc1ccccc1)C(=O)CN1CCCC1=O,i,0.46
CN1C(=O)/C(=C/C=C/c2ccco2)C(=O)NC1=S,i,-3.08
Cc1ccc(-c2nc3ccccc3c(=O)n2-c2ccc(O)cc2)cc1,i,-0.4
Cc1cc(C)c(C2=NOC(O)(C(F)(F)F)C2)c(=O)[nH]1 (stereo not drawn),i,-0.09
Fc1ccc2c(c1)nnn2C1CCN(Cc2c(Cl)cccc2Cl)CC1,i,1.33
COc1ccccc1CN1CCN(C(=O)COc2ccc3ccccc3c2)CC1,i,-6.17

The list goes on:
canonical_smiles,KCNQ2 block,Kir21 block
CCN1C(=O)c2ccccc2Sc2ccc(C(=O)N3CCC4(CC3)OCCO4)cc21,i,-0.05
Cc1cccc(CCNCc2cc3ccc(C)cc3[nH]c2=O)c1,i,-7.25
CCn1c(O)c(C=NCc2cccs2)c(=O)[nH]c1=O,i,3.9
O=C(/C=C/C=C/c1ccccc1)CC1(O)C(=O)Nc2ccccc21 (stereo not drawn),i,0.65
Cc1ccc(S(=O)(=O)NCCC(=O)Nc2ccc(Cl)cc2C(=O)c2ccccc2)cc1,i,0.08
Cc1c(N=Nc2c(O)[nH]c(=O)[nH]c2=O)c(=O)n(-c2ccccc2)n1C,i,0.22
CCOC(=O)c1c(N)n(Cc2ccc(OC)cc2)c2nc3ccccc3nc12,i,-0.81
CCn1cc(C(=O)N2CCOCC2)c2ccccc21,i,2.58

(listing goes on)
canonical_smiles,KCNQ2 block,Kir21 block
O=C1CCCC2=C1C(c1cccnc1)Nc1ccccc1N2 (stereo not drawn),i,-0.62
Cc1cc(OCC(=O)N[C@@H](Cc2ccccc2)C(=O)O)c2c3c(c(=O)oc2c1)CCCC3,i,1.73
O=C(N/N=C/c1c(O)n(CCc2ccccc2)c(=O)[nH]c1=O)c1ccccc1,i,0.68
CC(C)C(=O)c1cn(Cc2ccc(C#N)cc2)c2ccccc12,i,1.28
COC(=O)C[C@]1(C(=O)OC)CN(C#N)N(c2ccc(Cl)cc2)C12c1ccccc1-c1ccccc12,i,-0.79
O=C1NC(=O)N(Cc2ccccc2)C(=O)/C1=C\C=C\c1ccco1,i,0.04
O=[N+]([O-])c1ccc(N2CCNCC2)cc1N1CCCCCC1,i,-1.11
CCOc1ccc(C(C)=O)cc1Cn1ccsc1=N,i,-0.43

(list continues)
canonical_smiles,KCNQ2 block,Kir21 block
O=P(C(Cl)Cl)(N1CCCCC1)N1CCCCC1,i,0.31
CCN(CC)c1ccc(/C=C2/C(=O)NC(=O)N(Cc3ccco3)C2=O)cc1,i,0.42
COC(=O)OCC12CCC(O1)C1(C)C(=O)OCC21 (stereo not drawn),i,-3.05
CCN(CC)S(=O)(=O)c1ccc(NN=C(C#N)C#N)cc1,i,0.02
O=C(NCC(c1cccnc1)N1CCN(c2ccccc2)CC1)Oc1ccccc1 (stereo not drawn),i,-1
Cc1cccc(-n2c(/C=C/c3ccccn3)nc3ccccc3c2=O)c1,i,2.13
CCOC(=O)C1C(=O)N(C)C2(C)CC1c1cc(OC)ccc1O2 (stereo not drawn),i,0.64
CN1CCC2(O)OCCCC2C1 (stereo not drawn),i,-2.2

Next results.
canonical_smiles,KCNQ2 block,Kir21 block
Cc1ccc2cc(C=C(C#N)C#N)c(Cl)nc2c1,i,1.02
Cc1ccccc1N1C(=O)CC(=O)N(c2ccccc2C)C1=O,i,1.34
O=c1oc2ccccc2c(O)c1C(c1ccc([N+](=O)[O-])cc1)c1c(O)c2ccccc2oc1=O,i,0.19
CN1C2C=C(N(C(=O)c3ccc(Cl)cc3)c3ccccc3)CC1CC2 (stereo not drawn),i,-0.01

Filtered by structure, those above with bromine
canonical_smiles,KCNQ2 block,Kir21 block
COc1ccc(-c2nn(CCC#N)cc2C(=O)Nc2ccccc2Br)cc1,i,-1.63
O=C(C[N+]12CCC(CC1)C(O)C2)c1ccc(Br)cc1 (stereo not drawn),i,0.04
Cc1ccc(C(=O)N[C@@H](C)CN2C3=NC[C@@H](Cc4ccccc4)N3C[C@H]2Cc2ccc(O)cc2)cc1Br,i,-5.71*

Screening data deposited in PubChem by Johns Hopkins Ion Channel Center.

A portion of the library; the hit share may differ from the screen's.
